TRHR PAM – allosteric enhancers of human TRH receptor; P34981; 360,000 tested, 0.66% active; AID 493056; TRHR cells, fluo-8 calcium fluorescence, EC20 TRH enhancement; enhancement, % at 2 µM; in the data active = enhancement above about 30%; note: 0% is about no effect
Target sequence (P34981 whole entry, looked up): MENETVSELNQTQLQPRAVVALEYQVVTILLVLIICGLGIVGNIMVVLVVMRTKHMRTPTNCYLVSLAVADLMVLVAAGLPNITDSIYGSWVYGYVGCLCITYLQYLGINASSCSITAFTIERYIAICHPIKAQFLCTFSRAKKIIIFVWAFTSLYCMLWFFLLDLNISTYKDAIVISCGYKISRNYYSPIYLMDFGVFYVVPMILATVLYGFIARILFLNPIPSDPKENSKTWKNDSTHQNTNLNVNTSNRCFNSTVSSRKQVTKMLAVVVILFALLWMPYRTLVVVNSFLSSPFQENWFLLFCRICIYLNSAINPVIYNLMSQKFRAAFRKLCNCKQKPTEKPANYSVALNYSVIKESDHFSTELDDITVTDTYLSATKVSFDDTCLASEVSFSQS
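TRHR-expressing cells loaded with fluo-8 calcium dye were read kinetically (ex 480/em 530) during compound addition, then stimulated with an EC20 of TRH (10 nM final). Enhancement of the Gq-mediated intracellular calcium response was scored.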
D2 antagonist – antagonists of human D2 dopamine receptor | P14416 | HEK293 TREx D2 cells, calcium flux, dopamine EC80 | inhibition, % at 10 µM | 340,000 tested, 2% active; in the data active = inhibition above about 30%; note: 0% is about no effect
Target sequence (P14416 whole entry, looked up): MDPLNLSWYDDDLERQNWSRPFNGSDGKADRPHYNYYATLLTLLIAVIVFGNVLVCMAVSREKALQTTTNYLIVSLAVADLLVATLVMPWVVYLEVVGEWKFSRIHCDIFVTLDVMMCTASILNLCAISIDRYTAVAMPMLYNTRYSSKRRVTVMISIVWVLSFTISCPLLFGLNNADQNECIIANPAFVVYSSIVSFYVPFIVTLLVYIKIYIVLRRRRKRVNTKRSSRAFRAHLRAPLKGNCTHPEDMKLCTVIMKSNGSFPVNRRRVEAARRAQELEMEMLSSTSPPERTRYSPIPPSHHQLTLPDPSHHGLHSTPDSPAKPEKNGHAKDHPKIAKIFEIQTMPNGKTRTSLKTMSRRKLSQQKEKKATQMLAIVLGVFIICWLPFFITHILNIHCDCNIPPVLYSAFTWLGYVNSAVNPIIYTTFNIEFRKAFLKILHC
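Measurement of antagonist activity uses fluorescent calcium dye in inducible HEK293 T-REx D2 cells: 10 s baseline, compound addition with 180 s read, EC80 dopamine addition with a further 180 s read.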
D2 ag – activates the human D2 dopamine receptor | HEK293 T-REx D2 cells, calcium flux agonist mode | activation, % at 2 µM | 340,000 tested, 0.53% active;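 active = activation over 3 SD above normal in the single-dose calcium agonist read, cut at about 30% in these data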; note: 0% is about no effect
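HEK293 Trex D2 cells, tetracycline-induced, o/n 30 C 5% CO2; no-wash Ca dye, RT 30–90 min; 10-cycle baseline, 23 nl cpd added, kinetic Ca read 180 s; agonist hits = positive Ca response.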
D2 PAM – positive allosteric modulators of human D2 dopamine receptor; 340,000 tested, 0.34% active; potentiation, % at 10 µM; P14416; HEK293 T-REx D2, calcium flux, EC20 dopamine potentiation;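 active = potentiation over 3 SD above the plate norm, cut at about 30% in these data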; note: 0% is about no effect
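Cells plated with tetracycline inducer and held overnight at 30 C; calcium dye loaded 30–90 min at room temperature; baseline taken, compound added and read 180 s; EC20 dopamine then added and read 180 s.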
TRHR agonist – activates the human TRH receptor. P34981. TRHR cells, calcium flux fluo-8, FDSS agonist mode. activation, % at 2 µM. 360,000 tested, 0.18% active; note: 0% is about no effect
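Read-out: compound-evoked intracellular calcium rise in TRHR cells, fluo-8 dye, kinetic FDSS fluorescence at 1 s/cycle following a 10-cycle baseline. Cells cultured overnight before dye loading (30 min–1.5 h, RT).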
RXFP1 antag – blocks the human relaxin receptor RXFP1; AID 1259400; activity change, negative = inhibition, % at 57.5 µM; HEK293-RXFP1, relaxin-stimulated cAMP HTRF, 30 min; stronger effect = lower value; 350,000 tested, 0.59% active;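 active = activity change of -60% or lower, but not beyond a set lower limit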; note: % is set by controls: 0 for no effect and ±100 for the full control effect
D1 antagonist – human D1 dopamine receptor antagonism | activity change, negative = inhibition, % at 10 µM | P21728 | HEK293 TREx D1 cells, calcium flux, dopamine EC80; stronger effect = lower value | AID 504652 | 360,000 tested, 3.2% active; in the data active = activity change below about -30%; note: % is set by controls: 0 for no effect and ±100 for the full control effect
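Tetracycline-induced HEK293 Trex D1 cells, force-coupled to calcium, dye-loaded; compounds added and read 180 s, then EC80 dopamine added and calcium flux tracked kinetically another 180 s.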
D1 ag – activates the human D1 dopamine receptor. HEK293 T-REx D1 cells, calcium flux, agonist mode. 360,000 tested, 1% active. P21728. activation, % at 2 µM; note: 0% is about no effect
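Inducible HEK293 T-REx D1 cells, force-coupled to calcium signalling, were plated at 4000 cells/well with tetracycline and held overnight at 30 C. After no-wash calcium dye loading, compound-evoked calcium rise over 180 s flagged agonists.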
D1 PAM – human D1 dopamine receptor positive modulation | AID 504651 | HEK293 TREx D1 cells, calcium flux, dopamine EC20 potentiation | 360,000 tested, 0.036% active | potentiation, % at 10 µM; in the data active = potentiation above about 30%; note: 0% is about no effect
Active calls of the source: *; / = not tested or not shown; & = joins results of further samples. Cut-off read from the data, not from the text of the source, unless noted: active = activation above about 30%; inactive = the rest.

SMILES	TRHR PAM	D2 antagonist	D2 ag	D2 PAM	TRHR agonist	RXFP1 antag	D1 antagonist	D1 ag	D1 PAM
O=C(NCC(c1ccco1)S(=O)(=O)c1ccc(Cl)cc1)c1ccccc1F (configuration not stated)	3	/	0.6	10	0.7	-1	-4	0	-2
COC(=O)Cn1cc(/C=N/NC(=O)COc2cccc3cccnc23)c2ccccc21	-2	-7	1.5	1	-0.8	-39	12	2	-3
Cc1ccc2c(c1)N(CC(=O)N1CCCc3ccccc31)C(=O)C(C)O2 (configuration not stated)	-4	-1	-2.3	-6	-0.5	/	10	-1	-5
CCCCN(C(=O)c1cccc(S(=O)(=O)N2CCN(C)CC2)c1)c1c(N)n(CC(C)C)c(=O)[nH]c1=O	9	-2	-0.8	6	-0.1	4	-1	3	-2
CC(C)NC(=S)N(C)C1(c2ccccc2Cl)CCCCC1=O (configuration not stated)	0	2	1.4	8	-0.1	2	27	0	-2
FC(F)(F)c1ccc2c(c1)n(Cc1ccccc1)c1[n+]2CCCCC1	0	9	0.0	19	0.4	-33	8	3	-5
C=CCn1cc(C(=O)NCCOC)c(=O)c2cc(S(=O)(=O)N3CCCCCC3)ccc21	-4	4	0.3	-3	-0.3	-8	11	0	-5
COCCN1C(=O)CS/C1=C(/C#N)C(=O)NCc1ccco1	2	-11	0.4	12	0.6	0	2	3	12
O=Nc1c2cc(-c3ccccc3)[nH]nc-2c2ccccc12	-2	23	0.9	0	0.0	-3	1	3	-4
Cc1ccc(-c2nnc(NCc3nc4ccccc4[nH]3)c3ccccc23)cc1S(=O)(=O)N(C)C	5	-23	1.6	4	-0.2	/	11	3	-6
COc1cccc(/C=N/n2c(C3CCCCC3)n[nH]c2=S)c1	4	-4	-0.5	5	-0.3	2	1	2	3
COc1ccc(C(=O)Nc2ccc3nc4n(c(=O)c3c2)CCCCC4)cc1OC	2	/	0.4	-1	-0.2	-15&-3	-18	-1	-3
COc1cccc(/C=C/C(=O)OCC(=O)N2CCCc3ccccc32)c1	6	-8	-0.7	-2	0.4	-11	-23	10	8
CCOC(=O)c1c(C)[nH]c(C(=O)OCC(=O)Nc2ccc(OCC)cc2)c1C	-3	-10	0.1	2	-0.5	2	-13	-2	-5
COc1ccc(N(CC(=O)N2CCN(Cc3ccc4c(c3)OCO4)CC2)S(=O)(=O)c2ccc(F)cc2)cc1	-2	-6	-0.4	-11	0.3	-4	3	1	0
Cc1cc(=O)oc2cc(NC(=O)c3cccc(S(=O)(=O)N(C)C)c3)ccc12	3	1	0.2	-8	0.0	-13	-7	11	-1
COc1cccc(OCc2cc(C(=O)N(Cc3ccccc3)CC3CC3)no2)c1	-3	15	0.6	-5	2.5	-19	0	48*	-6
O=C(CCc1ccccc1)Nc1ccnn1C1CCN(Cc2ccc(OCCO)cc2)CC1	0	-9	-0.5	1	-0.3	2	-9	0	-5
OCCN1CCN(CCCc2c3c(cc4c2CCC4)CCC3)CC1	3	7	-0.5	-22	1.0	/	-3	8	-6
CCOc1ccc(-c2nc(SCC(=O)NCCOC)c(-c3ccc(OC)c(OC)c3)[nH]2)cc1	3	/	0.8	-7	0.4	-32	-2	4	-1
O=C(CN(Cc1ccco1)C(=O)c1ccccc1F)Nc1ccccc1C(F)(F)F	2	-9	-0.2	25	-0.5	2	3	0	3
CSc1cccc(CN2CCC(CO)(Cc3ccccc3)CC2)c1	7	-22	-0.2	-19	6.4	1	-5	19	-5
CCOC(=O)c1ccc(NC(=O)Cn2cc(C(=O)C3CC3)c3ccccc32)cc1	6	/	-0.3	-7	3.0	-3	-23	7	-2
COc1ccc(CCN(C(=O)C(F)(F)F)C(C(=O)NC2CCCCC2)c2cccs2)cc1 (configuration not stated)	-2	-3	-1.0	6	0.0	-21	16	2	-18
COc1ccccc1CNc1ncnc2cc(OC)c(OC)cc12	-1	-5	-1.5	4	0.1	3	-5	4	-2
CC(C(=O)OCC(=O)Nc1ncc(Cl)cc1Cl)N1C(=O)c2ccccc2C1=O (configuration not stated)	7	-5	0.4	15	-0.2	-5	/	0	-1
CCOCCCNC(=O)c1ccc(CS(=O)(=O)c2cccc(C(F)(F)F)c2)o1	-6	-15	0.2	5	0.7	-6	12	3	-8
Cc1ccc(C2CC(=O)c3cnc(N4CCN(c5ccccc5)CC4)nc3C2)cc1 (configuration not stated)	3	21	0.2	-2	0.1	-7	4	2	2
CCCCOc1ccc(CN2CCSCC2)cc1	-5	-15	-0.2	5	0.3	3	10	1	-1
CCN1CCN(c2ncnc3c2cnn3-c2ccc(Cl)cc2)CC1	-6	0	-0.9	3	0.7	/	-11	13	-12
CC(C)(C)NC(=S)NNC(=O)c1cccc(Br)c1	-5	20	-1.8	-2	2.7	7	-11	5	-4
CCCc1nc2sc3ccccc3c(=O)c2c(=O)n1CCOC	0	-11	-0.8	-2	0.1	/	-7	4	-3
CCC(C)(C)NC(=O)C(c1cccn1C)N(Cc1ccc(C)cc1)C(=O)Cn1nnc2ccccc21 (configuration not stated)	-2	17	0.7	-1	-0.1	-7	2	5	0
CN1C(=O)C(C)(C)c2cc(S(=O)(=O)NCc3ccc(C(=O)NCc4ccco4)cc3)ccc21	-2	-6	-0.4	1	0.3	/	-3	0	-5
CCOC(=O)CSC1=Nc2ccccc2C2=NC(CC(=O)NCc3cccs3)C(=O)N12 (configuration not stated)	-2	9	-1.1	9	0.2	-3	-12	0	-1
Cc1nc(N)[nH]c(=O)c1CCC(=O)OCC(C)C	2	-2	1.5	-3	0.1	0	7	1	-3
CCOc1ccc(S(=O)(=O)Nc2ccccc2C(=O)N(C)C2CCN(C)CC2)cc1	2	-1	-0.5	0	0.0	3	-19	0	-5
O=C(CCCn1c(=O)c2sccc2n(CC(=O)NCC2CCCO2)c1=O)NCc1ccco1 (configuration not stated)	-1	6	0.8	1	-0.1	10	15	0	5
CCN(CC)S(=O)(=O)c1ccc(Cl)c(NC(=O)COc2ccc(OC)cc2[N+](=O)[O-])c1	3	24	-0.4	3	-0.5	5	7	0	-5
O=c1[nH]cnc2c1ncn2[C@@H]1C[C@@H](O)[C@H](CO)O1	1	38*	0.6	10	0.2	0	3	5	-4
CCOC(=O)C1CCN(S(=O)(=O)c2ccc3c(c2)N(C(C)=O)CCO3)CC1	-2	/	/	/	0.4	13	-5	5	-12
Oc1ccc(/C=N/NC(=S)NCc2ccco2)cc1	-1	-30	0.8	14	0.7	-6	-29	7	-1
Cc1ccc(S(=O)(=O)c2nc(Nc3ccccc3)sc2Cl)cc1	-10	-8	0.0	-1	-0.4	-7	-2	3	-4
COc1cc(C(=O)N2C(=O)c3cccc(N)c3C2=O)cc(OC)c1OC	4	24	0.9	6	1.7	-9	0	-2	-4
COc1ccc(S(=O)(=O)NCC(c2ccc(N(C)C)cc2)N2CCc3ccccc32)cc1F (configuration not stated)	16	/	0.9	5	-1.3	3	13	-1	-1
CC(=O)c1cccc(NC(=O)C2=CC(c3ccc(F)cc3)=NS(=O)(=O)N2C)c1	7	/	-0.2	-1	0.6	-8	-2	0	-2
COc1ccc(CCN2C(=O)NC(NC(C)=O)(C(F)(F)F)C2=O)cc1OC (configuration not stated)	-3	-1	1.0	-2	1.3	-6	-17	0	-2
COc1ccc(C(=O)NC(C)c2nccs2)cc1OC1CCN(C(C)C)CC1 (configuration not stated)	2	10	0.9	0	-0.4	12	-23	1	-4
CCN1CCN(CCCNC(=O)C2c3ccccc3C(=O)N(c3ccc(OC)cc3)C2c2ccc(OC)cc2)CC1 (configuration not stated)	0	18	1.8	-2	-0.2	-6	1	2	-2
Cc1cccc(NS(=O)(=O)c2nnc(NC(=O)c3ccc(C)c(C)c3)s2)c1	3	-17	0.5	6	-0.9	/	-7	1	0
Next part:
SMILES	TRHR PAM	D2 antagonist	D2 ag	D2 PAM	TRHR agonist	RXFP1 antag	D1 antagonist	D1 ag	D1 PAM
CCNC(=S)N(CCc1ccc(OC)c(OC)c1)Cc1cc2cc(OC)ccc2[nH]c1=O	0	-11	-0.1	7	-1.1	-3	-9	0	-4
C=CCNC(=O)c1ccccc1NC(=O)c1ccccc1SC	-4	-12	-0.2	13	0.3	-23	4	0	-3
COc1ccc(Cl)cc1NC(=O)c1nn(C)c2c1CS(=O)(=O)c1ccccc1-2	-8	/	0.6	/	-0.1	5	-14	0	-4
CN(C)S(=O)(=O)c1cccc(NC(=O)c2ccc3c(c2)S(=O)(=O)N=C2CCCCCN23)c1	10	-10	-0.3	18	1.0	/	18	3	-4
COc1ccc(CC(=O)NCC2COc3ccccc3O2)cc1 (configuration not stated)	-3	-6	0.0	4	-0.3	5	-6	1	7
COc1ccc(CCN2C(=O)c3ccccc3C2(O)c2ncc[nH]2)cc1OC (configuration not stated)	-2	-7	-0.5	-3	-0.1	6	-21	2	1
CCC(NC(=O)OC(C)(C)C)C(=O)Oc1ccc2c3c(c(=O)oc2c1)CCC3 (configuration not stated)	-8	-8	-1.2	3	-0.3	0	-8	3	3
Cc1ccc(NC(=O)COc2ncnc3sccc23)cc1S(=O)(=O)N(C)C	1	7	0.4	9	0.6	-4	-4	4	0
COc1cccc(/C=N/n2nnnc2N)c1O	3	6	1.5	-2	0.5	-9	17	4	2
COC(=O)c1ccc(CSc2nc3cc(Cl)ccc3o2)cc1	2	0	0.5	1	1.5	-9	-2	9	4
CCOC(=O)c1ccc(N2CCN(c3ccccc3F)CC2)c(NC(=O)Nc2ccccc2)c1	2	-15	1.9	7	1.7	-19	-14	5	-2
O=S(=O)(NCCc1cn(S(=O)(=O)c2ccccc2)c2ccccc12)c1ccccc1	3	/	/	/	1.0	/	10	2	-2
Cc1nnc(N2C(=O)C(O)=C(C(=O)c3ccco3)C2c2ccc(C(C)C)cc2)s1 (configuration not stated)	-2	8	7.2	5	15	8	-3	51*	-2
CCN(CC)c1c2c(c(C#N)c3nc4ccccc4n13)CCC2	3	/	/	/	-0.3	-6	-5	-1	-5
CCCOC(=O)CCCC[C@H]1SC[C@@H](NC(=O)OC)[C@H]1NC(=O)OC	-6	5	0.0	18	-0.4	12	11	-3	-6
COc1ccc(NC(=O)NC23CC4(C)CC(C)(CC(C)(C4)C2)C3)cc1	-7	-4	0.8	2	0.2	-12	-22	5	-5

Screening data (PubChem BioAssay)
